Screens: PubChem, National Center for Advancing Translational Sciences (NCATS)
EPAC2 antagonist: EPAC2 (human) antagonism. Q8WZA2. EPAC2 GEF exchange of Rap1B-BODIPY-GDP, fluorescence. Potency, µM (titrated, usually from 114 µM), without a hit: at the top dose activity, negative = inhibition, most hits filed as inhibitors. 360,000 compounds, 0.18% hits. AID 720708; also: potency is read from the fitted curve at half-maximal effect; % is scaled to controls: 0 for no effect and ±100 for the full control effect; nearly all actives have a fitted effect of over 45% in size; many of its hits are not listed in these tables
Target sequence (Q8WZA2 whole entry, looked up): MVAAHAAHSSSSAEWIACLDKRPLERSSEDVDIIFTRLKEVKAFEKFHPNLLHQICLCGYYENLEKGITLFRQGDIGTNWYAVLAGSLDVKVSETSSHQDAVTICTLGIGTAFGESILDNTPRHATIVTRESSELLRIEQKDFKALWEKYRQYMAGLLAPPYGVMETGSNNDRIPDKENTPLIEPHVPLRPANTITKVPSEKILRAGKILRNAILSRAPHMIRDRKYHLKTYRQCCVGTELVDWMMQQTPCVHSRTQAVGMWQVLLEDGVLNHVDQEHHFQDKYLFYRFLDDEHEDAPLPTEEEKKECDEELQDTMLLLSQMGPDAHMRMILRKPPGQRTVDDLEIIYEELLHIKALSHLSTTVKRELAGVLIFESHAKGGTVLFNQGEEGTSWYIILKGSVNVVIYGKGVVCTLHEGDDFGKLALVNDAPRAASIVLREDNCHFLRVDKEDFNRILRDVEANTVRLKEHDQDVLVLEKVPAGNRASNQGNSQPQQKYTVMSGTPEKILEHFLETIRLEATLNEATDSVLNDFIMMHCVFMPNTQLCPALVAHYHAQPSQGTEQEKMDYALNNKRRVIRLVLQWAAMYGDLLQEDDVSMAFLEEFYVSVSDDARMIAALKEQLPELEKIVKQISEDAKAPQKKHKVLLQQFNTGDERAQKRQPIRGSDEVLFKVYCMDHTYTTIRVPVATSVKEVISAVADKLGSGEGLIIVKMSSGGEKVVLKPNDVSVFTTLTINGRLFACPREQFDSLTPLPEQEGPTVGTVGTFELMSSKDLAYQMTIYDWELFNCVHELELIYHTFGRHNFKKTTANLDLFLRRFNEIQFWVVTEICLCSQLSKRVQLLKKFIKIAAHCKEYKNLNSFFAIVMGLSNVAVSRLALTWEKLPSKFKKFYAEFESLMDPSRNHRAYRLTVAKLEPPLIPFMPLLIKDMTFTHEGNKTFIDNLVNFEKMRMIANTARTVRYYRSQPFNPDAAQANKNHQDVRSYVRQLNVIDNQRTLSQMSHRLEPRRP
Mm-Cpn inhibitor: blocks the Methanococcus maripaludis chaperonin Mm-Cpn; Potency, µM (titrated, usually from 76.9 µM), without a hit: at the top dose activity, negative = inhibition, usual class: inhibitors; 330,000 compounds, 0.031% hits; purified Mm-Cpn ATPase, ADP Transcreener TR-FRET; AID 504842; also: potency is read from the fitted curve at half-maximal effect; % is scaled to controls: 0 for no effect and ±100 for the full control effect; nearly all actives have a fitted effect of over 80% in size
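TR-FRET (320 nm excitation; 590 and 665 nm emission) reports ADP made from 10 uM ATP by 25 nM enzyme; compounds were preincubated 10 min, reaction run 30 min, both at 37°C.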
D3 antag: D3 dopamine receptor (human) antagonism. max response, negative = inhibition, %. 360,000 compounds, 2.5% hits. P35462. D3R cells, DiscoveRx beta-arrestin luminescence, antagonist mode; hits give low values; in the data active = max response below about -50%; inconclusive = no clear call, values can overlap the other calls; also: % is scaled to controls: 0 for no effect and ±100 for the full control effect; mostly tested at two doses, the higher about 12 µM
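Cells expressing the human receptor were seeded at 1500 cells/well, incubated overnight at 37 degrees C in 5% CO2, then exposed to library compounds with dopamine controls for 90 minutes at 37 degrees C before luminescent detection.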
EPAC2 ag: agonists of human EPAC2 (RAPGEF4); Q8WZA2; EPAC2 activation, biochemical qHTS; response scale: 100% = 6.5 mM cAMP response; Potency, µM (top dose mostly 154 µM), for the others: top-dose activation, hits mostly activators; 360,000 compounds, 0.079% hits; AID 720711; also: potency is read from the fitted curve at half-maximal effect; nearly all actives have a fitted effect of over 50% in size
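In this primary screen, activation is scored as increased exchange of BODIPY-GDP from Rap1B by 100 nM EPAC2, with 50 uM GDP as competitor. Signal is normalized to the 6.5 mM cAMP agonist control.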
CCT chaperon mod: modulators of cytosolic chaperonin (CCT/TRiC) activity; 360,000 compounds, 0.3% hits; activity change, % (no concentration beside the values), hits read low; AID 651819; purified chaperonin ATPase assay, HTRF ADP detection, 30 min; in the data active = activity change below about -30%; also: % is scaled to controls: 0 for no effect and ±100 for the full control effect
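ATPase activity: ADP formed was measured by HTRF Transcreener (665/615 nm ratio) after 30 min at 37 deg C with 10 uM ATP. Compounds screened at one 76 uM concentration against 40 or 20 nM TRiC in Tris pH 7.4/KCl/MgCl2/DTT buffer.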
PTHR1 agonist: PTHR1 (human) receptor agonism; Potency, µM (doses to about 115 µM), without a hit: top-dose activation, usual class: activators; 410,000 compounds, 0.075% hits; HEK293 GP2 PTHR1 cells, GloSensor cAMP luminescence, 1 h; Q03431; AID 743266; also: potency is read from the fitted curve at half-maximal effect; nearly all actives have a fitted effect of over 55% in size; some results filed as inactive show a strong effect at the top dose; inactives centre near -15; many of its hits are not listed in these tables
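HEK-293-derived GP2 cells expressing PTHR1 and a GloSensor cAMP reporter, 3,000/well, plated overnight, given luciferin plus IBMX (each 0.5 mM as added) for 1 h at 37 °C, then compound for 1 h at 37 °C. Luminescence was read after 15 min at room temperature.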
DRD3 agonist: agonists of human D3 dopamine receptor; D3R DiscoveRx beta-arrestin cells, luminescence, 90 min; P35462; AID 652048; 410,000 compounds, 0.58% hits; max activation, %; in the data active = max activation above about 30%; also: 0% is about no effect; mostly tested at two doses, the higher about 12 µM
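Cells at 1500/well, incubated overnight, then treated with pinned compounds (dopamine as control) for 90 min at 37 degrees C. DiscoveRx reagent added for 30 - 60 minutes at room temperature; luminescence read.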
Akt phos inh: inhibitors of Akt phosphorylation; activity change, % for hits at 50 µM; AID 651550; 360,000 compounds, 0.32% hits; Neuro2A IGF-stimulated pAkt S473 HTRF, 20 min; hits give low values; in the data active = activity change below about -80%; inconclusive = mostly about -51% to -80%; also: % is scaled to controls: 0 for no effect and ±100 for the full control effect
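Neuro2A cells (4,500/well, DMEM with 0.5% FBS) were treated with compound at a single 50 µM final concentration, stimulated with 6 nM IGF for 20 min at 37 °C, and lysed. Phospho-Akt Ser473 was read by HTRF as 665/615 ratio ×10^4.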
Numbers without * were called inactive; i = inactive; ? = inconclusive; . = not tested or not shown; [ ] = remark or other dose. Unless noted, calls follow the shape of the dose curve; as a rule, active = well fitted curve in the direction sought with a large enough effect; inconclusive = small, poorly fitted or top-dose-only effect, or another doubt; inactive = no such curve, though single readings can be large; an effect the other way counts as inactive or inconclusive. A portion of the library; rates above refer to the full screens.

SMILES	EPAC2 antagonist	Mm-Cpn inhibitor	D3 antag	EPAC2 ag	CCT chaperon mod	PTHR1 agonist	DRD3 agonist	Akt phos inh
CN1C(=O)[C@@H]2C[C@@]3([C@@]45C[C@H]6C(=O)N(C)[C@@H](Cc7ccccc7)C(=O)N6[C@@H]4Nc4ccccc45)c4ccccc4N[C@H]3N2C(=O)[C@@H]1Cc1ccccc1	1%	0%	-17	3%	-1.5	-19%	-23	i
CCc1ccc(Nc2n[n+](-c3ccccc3)c(-c3ccc(OCc4ccccc4)cc3)s2)cc1	-3%	?	2	-4%	-0.5	-79%[inhibitor]	-3	i
CCc1ccc(C(=O)Nn2cnc3ccccc3c2=O)cc1	-1%	-3%	-14	14%	-4.7	-9%	6	i
Cc1c(NC(=O)COC(=O)C23CC4CC(CC(Br)(C4)C2)C3)c(=O)n(-c2ccccc2)n1C	3%	-4%	-25	-4%	0.9	-61%	-2	i
CCc1nn(CC(=O)N2CCN(c3ccc(F)cc3)CC2)c(=O)c2cc3occc3n12	-3%	-1%	-6	3%	0.3	-10%	6	i
CCC1CCCCN1C(=O)c1sc2nc(C)nc(N(CC)CC)c2c1C (stereo not drawn)	3%	-3%	15	-7%	-0.5	-86%[inhibitor]	0	i
O=C(N/N=C/c1ccoc1)c1cccc([N+](=O)[O-])c1	3%	3%	-3	-7%	-2.8	i	-7	i
COc1ccccc1/C=C/CN1CCN(c2ccccc2)CC1	-20%	-2%	-64*	15%	-0.6	-14%	19	i
Cc1ccc(C(=O)NCCCn2ccnc2)cc1[N+](=O)[O-]	0%	2%	?	5%	-5.1	6%	-8	i
O=C(Nc1cccs1)Nc1ccccc1Cl	22µM*	-1%	6	6%	-8.8	-18%[57.5 µM]	-12	i
O=C(c1ccco1)N1CCN(C(=O)c2cc3ccccc3oc2=O)CC1	-2%	-2%	6	3%	-0.2	-25%	4	i
Cc1nc(C)n(CCNS(=O)(=O)c2ccc(C)c(C)c2)n1	1%	0%	20	4%	3.1	i	2	i
COc1ccc(CSc2nc(O)cc(=O)n2CC(C)C)cc1F	4%	-27%	16	6%	-0.2	i	3	i
O=S(=O)(c1ccc2nnn(O)c2c1)N1CCCCC1	4%	-2%	4	5%	-1.9	i	5	i
CS(=O)(=O)Nc1ccc(C(=O)Nc2ccc3ccccc3c2)cc1	23%	-3%	-4	4%	-1.2	-14%	2	i
Cc1sc(NC(=O)c2ccco2)c(C(c2cccnc2)N2CCN(c3ccc(F)cc3)CC2)c1C (stereo not drawn)	-25%	-2%	?	7%	-2.1	i	-10	i
COc1ccc(-n2ncc3c(SCC(=O)N4CCN(c5ccccc5OC)CC4)ncnc32)cc1	-4%	-2%	9	8%	-2.8	?	19	i
CCOc1cc(/C=N/NC(=O)C(=O)NCc2cccnc2)ccc1O	2%	-1%	5	8%	-1.5	-3%	10	i
CCOc1ccccc1OCCCC(=O)Nc1cc(S(=O)(=O)N2CCCCC2)ccc1C	-6%	.	-10	9%	-0.6	-21%	-6	i
Cc1cc(NC(=S)Nc2cccnc2)ccc1Br	-10%	-6%	0	4%	0.3	-11%	4	i
Cc1ccc(-c2nnn(CC(=O)N(Cc3ccc(F)cc3)C(C(=O)NC3CCCC3)c3ccncc3)n2)o1 (stereo not drawn)	0%	-1%	?	-13%	-5.4	-26%	-3	i
CN(C)c1ccc(CNc2nc3cc(-c4ccc(F)cc4)sc3c(=O)n2C)cc1	-5%	.	17	12%	-0.3	-40%[inhibitor]	-1	i
COc1ccc(Cl)cc1NC(=O)CN1CCC(n2nnc3cc(C)ccc32)CC1	5%	2%	-23	4%	-2.6	-9%	0	i
COC(=O)c1cccc(NC(=O)CN2CCC(NC(=O)c3cc(OC)c(OC)c(OC)c3)CC2)c1	7%[57.1 µM]	-3%	24	2%	-3.0	i	0	i
O=C(CSc1ccc(Cl)cc1)OCc1nnc(-c2ccccc2)o1	-8%	-2%	8	22%	-0.1	-1%[57.5 µM]	2	i
CCCNC(=O)c1ccc(N(Cc2ccccc2)S(C)(=O)=O)cc1	-4%	2%	-16	10%	-0.9	i	18	i
Cc1ccccc1C(=O)N1CCN(c2ccc(NC(=O)c3ccco3)cc2Cl)CC1	-4%	-3%	5	1%	-1.4	-22%[57.5 µM]	0	i
Cc1cc(Cl)ccc1OCC(=O)NN1C(=O)C2C3C=CC(C3)C2C1=O (stereo not drawn)	-7%	2%	-4	10%	0.0	0%	6	i
NCCOc1ccccc1OCCN	-4%	1%	-10	11%	-1.0	i	-3	i
CC(C(=O)Nc1cccc([N+](=O)[O-])c1)N1CCN(C/C=C/c2ccccc2)CC1 (stereo not drawn)	-6%	-5%	?	-3%	-0.5	-19%	-5	i
COC(=O)NCC(c1ccco1)N1CCN(c2ccc(F)cc2)CC1 (stereo not drawn)	-1%	-1%	18	0%	0.2	i	-7	i
O=[N+]([O-])c1ccc(/C([O-])=C(/C(=S)NCc2ccco2)[n+]2ccccc2)cc1	3%	-2%	24	7%	-2.4	-4%	2	i
CCn1c(C(O)c2ccccc2)nc2ccccc21 (stereo not drawn)	14%	2%	-7	4%	-0.6	-21%[57.5 µM]	2	i
COc1cc(SC)ccc1C(=O)OCC(=O)NC1CCCC1	6%	1%	-4	4%	-4.5	-10%	-3	i
COc1ccc(-n2nc([N+](=O)[O-])c(=NCCc3ccc(C)cc3)n2O)cc1	-15%	-2%	-14	11%	0.2	-9%	2	i
CCN(CC)C(=O)COC(=O)c1ccc(C)c(NC(=O)c2ccco2)c1	4%	2%	4	1%	-0.1	i	-1	i
COc1cc(C2C(C(C)=O)=C(O)C(=O)N2CCc2c[nH]c3ccccc23)ccc1O (stereo not drawn)	-5%	2%	-56*	11%	-3.3	i	0	i
O=C(CCN1CCOCC1)N1c2ccccc2Sc2ccc(Cl)cc21	6%	2%	-2	3%	0.7	-9%	1	i
O=C1C=C(c2ccccc2)OC(c2ccccc2)O1 (stereo not drawn)	-20%	-3%	-19	11%	-10	-9%	-3	i
Cc1ccc(CCNC(=O)C2CCN(S(=O)(=O)c3ccc4c(c3)CCC(=O)N4)CC2)cc1	-13%	-1%	8	-3%	-0.5	i	6	i
O=C(O)CCN1C(=O)c2ccc(NC(=O)CCc3ccccc3)cc2C1=O	11%	-6%	15	0%	-0.7	5%	0	i
CC(NC(=O)Cn1cccc1C(=O)c1ccccc1)c1ccccc1 (stereo not drawn)	-4%	0%	-5	6%	0.2	i	2	i
COCCn1c(C)cc(C(=O)COC(=O)Cc2n[nH]c(=O)c3ccccc23)c1C	11%	0%	9	12%	1.2	15%	2	i
CCOc1ccc(CCNC(=O)c2cnccn2)cc1OCC	10%	1%	5	-5%	1.6	-3%	4	i
CCOC(=O)Nc1cc(OC)c(OC)cc1Cc1nccc2cc(OC)c(OC)cc12	13%	-1%	0	5%	-1.4	-5%[57.5 µM]	-9	i
CC(NCC(=O)NC(=O)NC1CCCC1)c1ccc(Cl)cc1Cl (stereo not drawn)	-5%	0%	-17	6%	-2.8	i	-8	i
CSc1nc2c(c(=O)n1-c1ccc(F)cc1)SCC2	11%	0%	-7	1%	-0.6	6%[57.5 µM]	-24	i
O=C(C1CCC1)N1CCN(c2ccnc3cc(Cl)ccc23)CC1	-15%	0%	28	3%	0.4	-21%	19	i

Full records from above.
CCc1ccc(Nc2n[n+](-c3ccccc3)c(-c3ccc(OCc4ccccc4)cc3)s2)cc1 reads EPAC2 antagonist = -3%; Mm-Cpn inhibitor = ?; D3 antag = 2; EPAC2 ag = -4%; CCT chaperon mod = -0.5; PTHR1 agonist = -79%[inhibitor]; DRD3 agonist = -3; Akt phos inh = i
Cc1sc(NC(=O)c2ccco2)c(C(c2cccnc2)N2CCN(c3ccc(F)cc3)CC2)c1C (stereo not drawn) reads EPAC2 antagonist = -25%; Mm-Cpn inhibitor = -2%; D3 antag = ?; EPAC2 ag = 7%; CCT chaperon mod = -2.1; PTHR1 agonist = i; DRD3 agonist = -10; Akt phos inh = i

More entries
SMILES	EPAC2 antagonist	Mm-Cpn inhibitor	D3 antag	EPAC2 ag	CCT chaperon mod	PTHR1 agonist	DRD3 agonist	Akt phos inh
CC(/C=C/c1ccco1)=N/NC(=O)c1ccc(C)nc1	1%	0%	18	0%	2.1	-1%	2	i
CCN(CC(=O)NCc1ccc(Cl)cc1)C(=O)c1cc(OC)cc(OC)c1	-4%	3%	-5	8%	-2.5	-16%	-11	i
CC(=O)N1CCN(S(=O)(=O)c2cccc(C(=O)OCN3C(=O)c4ccccc4C3=O)c2)CC1	5%	2%	16	2%	-3.2	-5%	25	i
Cc1c(F)cccc1NS(=O)(=O)c1ccccc1C#N	8%	-1%	11	5%	-2.4	-11%	4	i
CC(C)c1ccc(CC(C)C2C3=C(CCCC3=O)OC3=C2C(=O)CCC3)cc1 (stereo not drawn)	-24%	-2%	3	-14%	2.7	-29%	5	i
COC(=O)CSc1nnc2n(-c3ccc(OC)cc3)c(=O)c3c4c(sc3n12)CCCCC4	-6%	0%	-28	-3%	-2.3	2%[57.5 µM]	0	i
CC(=O)N1CCN(C(=O)CSc2nc3c(cnn3-c3ccccc3)c(=O)[nH]2)CC1	15%	0%	9	-6%	-0.1	i	-1	i
C#Cc1ccc([C@H]2C=C(C(=O)NCc3ccccc3)O[C@@H](OCc3ccc(CO)cc3)C2)cc1	0%	.	32	4%	0.0	i	4	i
CCCCc1nnc(NC(=O)CCS(=O)(=O)Cc2ccccc2)s1	12%	0%	-27	6%	-3.1	i	-18	i
CC1(C(=O)NCCC(F)(F)F)Cc2c(-c3ccccc3)ccnc2O1 (stereo not drawn)	-13%	.	-18	7%	0.7	-17%	-23	i
COc1ccc(-c2csc(NC(=O)c3ccccc3OC)c2C(=O)O)cc1OC	1%	-3%	3	3%	-0.6	-21%	7	i
CCOC(=O)N1CCN(S(=O)(=O)N2CCCC(C(=O)NCCCN3CCCCC3)C2)CC1 (stereo not drawn)	2%	?	-3	1%	-1.8	i	0	i
COc1cc(OC)cc(C(=O)Nc2sc3c(c2C(N)=O)CCC3)c1	5%	-1%	-19	9%	-0.5	?	-6	i
O=C(CN1C(=O)c2ccccc2C1=O)OCC(=O)N1CCCCC1	-6%	1%	-28	1%	-2.7	i	-13	i
